MITF TRPM1 HTS: increases MITF-driven TRPM1 promoter luciferase signal; activation, % at 12.5 µM; SK-MEL-5 TRPM1-promoter luciferase, 24 h; % of positive control, neutral wells = 0; 0.75% of 300,000 active;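 active means mean activation of at least 80% with every replicate also reaching 80%; inconclusive means mean reaches 80% but some replicate falls short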;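 further: 0% = neutral control wells and 100% = parthenolide positive control wells; values of inactives mirror those of a sister screen read the other way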
SR-BI HDL uptake: inhibitors of mouse SR-BI mediated HDL lipid uptake; ldlA[mSR-BI] CHO cells, DiI-HDL uptake fluorescence, 3 h; inhibition, % at 12.5 µM; 0.96% of 320,000 active;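 active means mean replicate inhibition of at least 70% and a set share of replicates each scoring 70 or more; inconclusive means meets just one of the two criteria; inactive means fails both criteria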;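 further: 0% = median of neutral control wells and 100% = median of positive control wells; values of inactives mirror those of a sister screen read the other way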
Target sequence (Q61009 whole entry, looked up): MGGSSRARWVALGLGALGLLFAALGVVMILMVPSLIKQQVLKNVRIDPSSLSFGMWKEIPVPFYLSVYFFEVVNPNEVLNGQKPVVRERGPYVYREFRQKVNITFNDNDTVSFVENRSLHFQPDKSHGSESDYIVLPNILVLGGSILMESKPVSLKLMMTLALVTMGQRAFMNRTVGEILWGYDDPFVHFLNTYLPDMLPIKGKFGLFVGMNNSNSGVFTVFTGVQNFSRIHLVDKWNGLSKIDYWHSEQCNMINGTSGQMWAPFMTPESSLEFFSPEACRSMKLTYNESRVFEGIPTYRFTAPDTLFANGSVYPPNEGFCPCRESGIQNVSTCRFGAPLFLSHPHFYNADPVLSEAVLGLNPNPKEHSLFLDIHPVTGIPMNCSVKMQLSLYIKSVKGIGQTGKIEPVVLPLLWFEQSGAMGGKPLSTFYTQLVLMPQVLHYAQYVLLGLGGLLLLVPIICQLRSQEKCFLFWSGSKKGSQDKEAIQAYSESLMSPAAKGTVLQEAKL
PvdQ inh: blocks Pseudomonas aeruginosa PvdQ acylase activity. inhibition, % at 10 µM. 0.063% of 340,000 active. purified PvdQ acylase, fluorescence plate reader. AID 488965; in the data active means inhibition above about 30%, passing the limit was not always enough; inconclusive means no clear call, values can overlap the other calls;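 further: 0% = vehicle neutral wells and 100% = reference inhibitor wells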
dFosB activator: enhances mouse delta FosB homodimer DNA binding. P13346. purified delta FosB, TAMRA-CDK5 oligo fluorescence polarization; percent of positive-control signal above neutral wells. activation, % at 25 µM. 0.99% of 340,000 active. AID 493131;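 active means mean activation above about 17%, with every replicate also reaching it, limit read from the data, passing the limit was not always enough; inconclusive means only one of the two conditions met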;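 further: fluorescence polarization rise as delta FosB binds a TAMRA Cdk5 AP-1 oligo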
Rtt109 Vps75: C. albicans Rtt109 histone acetyltransferase inhibition | Q5AAJ8 | purified Rtt109/Vps75, ThioGlo CoA-SH fluorescence, 4 h | inhibition, % at 34.9 µM | 0.16% of 330,000 active | AID 540336;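 active means inhibition of at least 50% in every replicate; inconclusive means best replicate reaches 50% inhibition but some replicates fall short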
Target sequence (Q5AAJ8 whole entry, looked up): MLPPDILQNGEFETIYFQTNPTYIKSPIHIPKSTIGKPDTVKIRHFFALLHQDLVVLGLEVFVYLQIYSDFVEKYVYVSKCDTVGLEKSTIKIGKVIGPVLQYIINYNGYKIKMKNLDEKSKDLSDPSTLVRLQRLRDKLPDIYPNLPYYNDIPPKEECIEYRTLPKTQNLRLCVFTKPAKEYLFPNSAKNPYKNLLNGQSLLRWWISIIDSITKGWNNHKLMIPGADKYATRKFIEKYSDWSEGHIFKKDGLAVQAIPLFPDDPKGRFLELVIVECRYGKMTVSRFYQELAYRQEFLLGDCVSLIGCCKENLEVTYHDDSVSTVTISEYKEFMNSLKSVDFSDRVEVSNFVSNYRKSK
CAL PDZ FP-1: blocks peptide binding to human CAL PDZ domain; 0.02% of 330,000 active; inhibition, % at 20 µM; AID 504414; purified CAL PDZ, TMR-peptide fluorescence polarization, 1 h; Q9HD26;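 active means highest replicate inhibition of at least 40%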;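 further: plate controls were DMSO neutral control wells for no effect and unlabeled competitor peptide control wells for full effect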
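material = purified tagged CAL PDZ domain construct (CerCALP) | buffer or medium = sodium phosphate/NaCl buffer pH 7.4 with TCEP, IgG, Thesit | reagent = TMR-labelled reporter peptide T*-PRC34 bound in PDZ groove | incubation = 1 h room-temperature incubation prior to read | measured by = fluorescence polarization (mP) | evaluation = percent inhibition from loss of millipolarization | control set = unlabelled peptide and DMSO controls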
NSD2 HMT inh: inhibitors of human histone methyltransferase NSD2; 0.54% of 310,000 active; NSD2 peptide methylation, AlphaScreen, 120 min; inhibition, % at 12.5 µM; in the data active means inhibition above about 50%
SR-BI DiI-HDL act: activators of SR-BI mediated HDL lipid uptake; AID 504775; activation, % at 12.5 µM; CHO ldlA[mSR-BI] cells, DiI-HDL uptake fluorescence, 3 h; 100 = double the neutral-control signal; 0.096% of 320,000 active;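 active means mean replicate activation of at least 60% and every replicate at or above 60%; inconclusive means mean or all-replicate condition met, but not both; inactive means mean below 60% and not all replicates reaching 60%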;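 further: 0% = median plate neutral-control signal and 100% = twice that signal; values of inactives mirror those of a sister screen read the other way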
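System: CHO ldlA[mSR-BI] cells / Medium: HEPES-buffered (25 mM, pH 7.4) F12 plus 0.5% BSA / Probe or stimulus: labelled HDL, 10 µg/mL / Doses: single compound concentration, delivered by pin transfer / Schedule: 3 h, 37 °C / Measured by: DiI fluorescence, bottom read / Measure: cell-associated DiI fluorescence as measure of HDL uptake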
PfHsp90 set2: growth inhibition of yeast expressing Plasmodium Hsp90 | inhibition, % at 9.4 µM | 0.32% of 310,000 active | S. cerevisiae expressing PfHsp90, BacTiter-Glo ATP, 48 h; yeast lacking PDR1 and PDR3 efflux regulators;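 active means every replicate shows inhibition above about 80%, whatever the replicate mean, limit read from the data; inconclusive means mean inhibition reaches the set limit but some replicate falls short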;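 further: 0% = DMSO neutral controls and 100% = 20 µM radicicol positive controls; yeast relying on Plasmodium falciparum Hsp90 in place of its own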
CAL PDZ FP-2: CAL PDZ (human) peptide binding inhibition. 0.92% of 300,000 active. AID 602252. inhibition, % at 24.9 µM. purified CAL PDZ, TMR-peptide fluorescence polarization, 1 h;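 active means mean inhibition of at least 30% with at least half of replicates also reaching 30%; inconclusive means no clear call, values can overlap the other calls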;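 further: 0% = DMSO neutral control and 100% = excess unlabeled competitor peptide PRC23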
* = called active by the depositor; u = inconclusive; x = not tested or not shown.

SMILES | MITF TRPM1 HTS | SR-BI HDL uptake | PvdQ inh | dFosB activator | Rtt109 Vps75 | CAL PDZ FP-1 | NSD2 HMT inh | SR-BI DiI-HDL act | PfHsp90 set2 | CAL PDZ FP-2
CC(C)(CNC(=O)COc1ccccc1Cc1ccccc1)N1CCOCC1 | 11 | 1 | -11 | -9 | 7 | -0.3 | 5 | -1 | 32 | -3
COCCn1c(SCC(=O)Nc2cc(C)cc(C)c2)nnc1C(C)C | -6 | 18 | -1 | -1 | 10 | 1.3 | 4 | -18 | 1 | -1
CC(Oc1ccc2c(c1)oc(=O)c1ccccc12)C(=O)NC(Cc1c[nH]c2ccc(O)cc12)C(=O)O (stereo unspecified) | -1 | -10 | -4 | 2 | 4 | -0.7 | x | 10 | -12 | -4
O=C(CCn1c(=S)oc2ccccc21)Nc1ccccc1Br | 10 | 11 | -17 | u | 1 | 0.5 | -2 | -11 | 0 | -4
O=C(Cc1ccc(NC(=O)C2CCCN(C(=O)C3CCC3)C2)cc1)Nc1ccc(C(=O)N2CCOCC2)cc1 (stereo unspecified) | -8 | -4 | -19 | 1 | 0 | 0.1 | x | 4 | 9 | -1
CN(CC(=O)NCc1ccncc1)S(=O)(=O)c1ccc2ccccc2c1 | -10 | -13 | -11 | -11 | 2 | -1.0 | -1 | 13 | 14 | -2
CC(Sc1nnc(COc2ccc(Cl)cc2)n1Cc1ccccc1)C(=O)O (stereo unspecified) | 23 | -4 | -14 | -3 | -6 | -0.3 | -2 | 4 | -35 | 1
CCc1ccc(S(=O)(=O)/N=C2\C=C(NS(=O)(=O)c3ccccc3)C(=O)c3ccccc32)cc1 | -23 | -24 | 11 | -2 | 17 | -0.4 | 128* | 24 | 11 | -8
Cc1cc(C)nc(SCC(=O)n2c3c(c4ccccc42)CCCC3)n1 | 7 | 28 | -8 | -9 | -2 | -2.7 | -3 | -28 | -5 | 1
O=C(CNS(=O)(=O)c1ccccc1)N/N=C/c1ccc(O)cc1 | -6 | -7 | -6 | -8 | 2 | -3.2 | 1 | 7 | 16 | -2
CCCCCN=C(N)N/N=C/c1c[nH]c2ccc(OC)cc12 | -96 | 26 | -10 | 18* | 78* | 3.5 | x | -26 | 33 | 0
COc1cc(C2=NC(CO)(CO)CO2)cc(OC)c1OC | -7 | -448 | -7 | 3 | -11 | -0.3 | 5 | 448* | -7 | 4
CC(C)N(C(=O)Cn1cc(S(=O)(=O)CC(=O)N2CCOCC2)c2ccccc21)C(C)C | 5 | -13 | 1 | -9 | -5 | -3.0 | -7 | 13 | 1 | 0
COc1ccccc1C(=O)N1CCN(Cc2nc(CC3CC3)no2)CC1 | -4 | -14 | -8 | 1 | -1 | -0.2 | -4 | 14 | -15 | x
COc1ccc(C2CC3(O)CC(C#N)(C(=O)N3)C2(C#N)C#N)cc1 (stereo unspecified) | x | 9 | -19 | -7 | 0 | -0.6 | -1 | -9 | -5 | -1
COc1ccc(N(C(=O)c2ccco2)C(C(=O)NC2CCCC2)c2ccncc2)cc1OC (stereo unspecified) | -2 | -20 | -17 | 5 | -17 | -1.4 | -3 | 20 | -8 | 6
CCN(CC)CCCNC(=O)CCC(=O)Nc1ccc2nc(N3CCCCC3)cc(C)c2c1 | 21 | x | -10 | 4 | -17 | -0.6 | 7 | x | -24 | 1
CC(C)=C(NC(=O)c1ccccc1)C(=O)Nc1cccc(C)c1 | -17 | -7 | -3 | 1 | 0 | -0.9 | -4 | x | 40 | -4
CCOC(=O)C1=C(C)NC(=O)NC1c1ccc(C)o1 (stereo unspecified) | x | -5 | 2 | 0 | 6 | -0.9 | x | 7 | 17 | x
COc1ccc(NS(=O)(=O)c2cccc(C(=O)N3CCC3)c2)cc1 | -8 | -6 | -18 | -4 | -18 | -2.0 | -2 | 6 | x | 1
Cc1ccc(C2CC(=O)c3cnc(NC(=O)c4ccco4)nc3C2)cc1 (stereo unspecified) | -10 | 9 | -6 | -2 | 1 | -1.8 | 1 | -9 | -4 | -4
Cc1cccc(C)c1NC(=O)CCCSc1nnc(-c2ccco2)n1-c1ccccc1 | -10 | 51 | -12 | -5 | 7 | -3.2 | 3 | -51 | 6 | 2
CC(C)C[C@@H]1CN=C(N)N1C[C@@H]1CCCN1C[C@@H](C(C)C)N1C[C@@H](Cc2ccccc2)N(CCCC2CCCC2)C1=N | 13 | 7 | -11 | 7 | -8 | -3.8 | x | -7 | -4 | -4
Cc1cccc(C)c1NC(=O)CNC(=O)COC(=O)c1ccc(Cl)s1 | 2 | -1 | -12 | -4 | -4 | -1.9 | -8 | 1 | -7 | 1
NS(=O)(=O)c1ccc(NC(=O)c2ccc3nccnc3c2)cc1 | x | -5 | 1 | -1 | 18 | -1.6 | 1 | 5 | -1 | x

(continued)
SMILES | MITF TRPM1 HTS | SR-BI HDL uptake | PvdQ inh | dFosB activator | Rtt109 Vps75 | CAL PDZ FP-1 | NSD2 HMT inh | SR-BI DiI-HDL act | PfHsp90 set2 | CAL PDZ FP-2
Cc1ccc2c(c1)NC(=O)C(CC(=O)NCCN(CC(C)C)CC(C)C)O2 (stereo unspecified) | 1 | -12 | 3 | 2 | 8 | 0.5 | x | 12 | 4 | -6
Cc1nnc(SCC(=O)NNC(=O)c2ccc(Br)cc2)n1C | 6 | -31 | 5 | 2 | 20 | 0.0 | -2 | 31 | 20 | 5
COc1ccc(S(=O)(=O)N(C)CC(=O)N2CCN(c3ccccc3)CC2)cc1 | -17 | 3 | -14 | -9 | 0 | -1.6 | 5 | -3 | -7 | -3
CC(C)C(=O)Nc1ccc(C(=O)CSc2nnc(C3CC3)n2C2CC2)cc1 | 7 | 14 | 7 | -5 | -10 | -0.5 | -2 | -14 | x | -1
O=C(Nc1ccccc1)NN1CC(=O)N(c2ccc(Cl)cc2)CC1=O | x | 8 | -6 | 3 | -5 | -0.3 | -1 | -8 | 20 | -4
COc1ccc(-c2n[nH]c(C)c2-c2cscn2)c(O)c1 | -3 | 6 | -9 | -4 | 1 | -0.9 | 1 | -6 | -57 | -1
CCOc1ccc(/C=C2\SC(=S)N(N3C(=O)C4CC4C3=O)C2=O)cc1 (stereo unspecified) | -2 | 15 | -7 | -12 | 1 | -3.3 | 1 | -15 | 18 | -2
O=C(Nc1ccccn1)C1CCN(S(=O)(=O)c2cccc3nonc23)CC1 | -4 | -8 | -3 | 8 | -22 | -0.5 | x | 8 | 45 | 0
CC(C)NC(=O)c1ccc2c(c1)S(=O)(=O)c1ccccc1C2=O | 2 | 23 | -4 | -2 | 8 | 0.0 | 3 | x | 3 | 0
Cc1ccc(-c2nn(-c3cccc(F)c3)cc2CN2CCN(c3ccccn3)CC2)o1 | 5 | -3 | 8 | -4 | 28 | -2.1 | 2 | 3 | -9 | 2
COc1cc(C)c(S(=O)(=O)n2ccc(C)n2)cc1C | -1 | -11 | -2 | 1 | 1 | -1.2 | 3 | 11 | 3 | -1
N#Cc1ccc(N/N=C/c2ccccc2)c([N+](=O)[O-])c1 | 3 | 28 | 8 | 6 | 0 | -0.1 | -6 | -28 | 1 | -3
COc1ccc(C(=O)N/C(=C\c2ccco2)C(=O)NCCN2CCOCC2)cc1 | x | x | 0 | -5 | -7 | -1.3 | -1 | x | 0 | -2
COc1cccc(N2C(=O)C3CCCN3C2c2cccs2)c1 (stereo unspecified) | -4 | -3 | 2 | -7 | x | -1.5 | -1 | 3 | -18 | -1
O=C(O)c1cccc(NC2=C(n3nnc4ccccc43)C(=O)c3ccccc3C2=O)c1 | 4 | x | -19 | 1 | -9 | x | x | x | 10 | -6
O=c1sc2ccccc2c(N2CCN(c3ccccc3)CC2)c1[N+](=O)[O-] | 5 | -4 | -13 | 5 | 4 | 0.0 | 2 | 4 | -24 | -1
CN(CC(=O)N1CCCC1)S(=O)(=O)c1ccc(Cl)cc1 | x | 5 | -15 | 5 | x | -1.5 | 0 | -5 | x | 2
N/C(=N\c1nc(CSc2ccc(Cl)cc2)cc(=O)[nH]1)Nc1ccccc1C(F)(F)F | -14 | -2 | 14 | -12 | -5 | -1.3 | 0 | 2 | 0 | x
Cc1cccc(N2C(=O)C=CC2=O)c1 | -12 | -21 | 3 | -4 | -2 | -0.4 | -1 | 21 | 117* | -3
COC(=O)c1scc(S(=O)(=O)C(C)(C)C)c1-n1cccc1 | -15 | -9 | -10 | -4 | -11 | -0.3 | -1 | 9 | 4 | -5
O=C(N/N=C/c1cccnc1)c1ccccc1Br | -10 | x | -16 | -7 | 1 | -0.6 | -5 | x | 2 | x
COc1cc(C2C(C(=O)c3ccc(C)o3)=C(O)C(=O)N2c2cc(C)on2)cc(Br)c1O (stereo unspecified) | 14 | -12 | 11 | -2 | 2 | 0.7 | 6 | 12 | -2 | -1
CCc1ccc(OCC(=O)Nc2cc(S(=O)(=O)CC)ccc2O)cc1 | 9 | -4 | -10 | -2 | 1 | -2.3 | 8 | 4 | 2 | x
O=C(CN(c1ccc(F)cc1)S(=O)(=O)c1ccccc1)NC1CCCCCC1 | 7 | -1 | 6 | -5 | 6 | 0.3 | -1 | 1 | -4 | 1
COc1cc(OC)cc(C(=O)Nc2ccc(NC(=O)c3ccco3)c(Cl)c2)c1 | 24 | 68 | 10 | u | 6 | 0.2 | 9 | -68 | -11 | 4
COc1ccc(S(=O)(=O)NNC(=O)Nc2ccc(F)cc2F)c(OC)c1 | 15 | 1 | 4 | 6 | -17 | -1.3 | -9 | -1 | 6 | 0
CN(C)S(=O)(=O)c1cccc(NC(=O)c2cc(-c3cccs3)nn2-c2ccccc2)c1 | 6 | 68 | -15 | 2 | -7 | -1.4 | -4 | -68 | -4 | 1
CCOC(=O)C(C(C)=O)=C1SC2CS(=O)(=O)CC2S1 (stereo unspecified) | 1 | 0 | 10 | 0 | 5 | -2.7 | 0 | 0 | 19 | -2
OCCCn1c(C2CCCN2c2nc(-c3ccc(Cl)cc3)cs2)nc2cc(Cl)c(Cl)cc21 (stereo unspecified) | -5 | -6 | 11 | 0 | -4 | 1.4 | x | 6 | -17 | 0
CCn1c(=O)cc(OCC(=O)N2CCc3ccccc32)c2ccccc21 | x | 28 | -18 | -8 | -5 | -0.1 | x | -28 | x | x
